Lipid storage S3: qHTS Assay for Lipid Storage Modulators in Drosophila S3 Cells | Drosophila S3 cells, BODIPY lipid droplet fluorescence, 18-24 h; cells fed with added oleic acid | Potency in µM for hits, for the others lipid storage change, negative = inhibition, % at the top dose, mostly 46.1 µM | 320,000 compounds, 0.64% hits | AID 2685, 2010; active means well fitted inhibition curve with a large enough effect in the signal ratio, with a control signal flat, not every such curve was filed as active; inconclusive means small, poorly fitted or top-dose-only effect, or effect the other way, or a change in a side signal; the % refers to the signal ratio
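Drosophila S3 cells got compounds at several concentrations plus oleic acid (400 uM solution). Laser-scanning cytometry with 488 nm excitation read lipid droplets at 500-530 nm and cells at 575-640 nm. Percent activity was relative to 20 uM Triacsin C.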
Lipid storage S3 cell count max: further read-out of Lipid storage S3, marked with its call; cell number change, %; measured here: cell count max response;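 cells counted by Cell Tracker Red CMTPX staining in the red channel; peak over a dose series mostly up to 46.1 µM; percent activity relative to internal control wells on each plate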
The depositor's hits bear a star; i = inactive; ? = inconclusive; nt = no result given. On the % scale 0 is the no-effect control and ±100 the full control effect; potency means the concentration at half of the fitted maximal effect.

SMILES | Lipid storage S3 | Lipid storage S3 cell count max
CC1(C)Cc2ccccc2C(CSc2ccccc2C(=O)O)=N1 | ? | nt
O=C(NC(=S)Nc1ccccc1N1CCCC1)c1cccc(F)c1 | ? | nt
CC(C(=O)NCC1CCCCC1)N1CCN(S(=O)(=O)/C=C/c2ccccc2)CC1 (stereo not drawn) | 9% | 26
O=C(CSc1ccc(-c2cccc([N+](=O)[O-])c2)nn1)N1CCCC1 | -8% | -5
CN1C(=O)N(CC(=O)N2CCN(S(=O)(=O)c3ccc(Cl)s3)CC2)C(=O)C12CCCCC2 | 16% | 15
CCCNC(=O)Cc1cc(=O)[nH]c(=O)[nH]1 | ? | nt
Cc1cccc(C)c1NC(=O)C1CC(=O)N(C(C)C)C1 (stereo not drawn) | ? | nt
CN(C(=O)CSc1nnc(-c2ccco2)n1C)C1CCCCC1 | ? | nt
Cc1ccc(S(=O)(=O)n2nccc2-c2c(-c3ccccc3)noc2C)cc1 | ? | nt
CC(C)c1ccc(N2C(=O)CSC23C(=O)N2CCCc4cccc3c42)cc1 (stereo not drawn) | ? | nt
Cc1ccc(S(=O)(=O)Oc2ccccc2N2C(=O)C3CC=CCC3C2=O)cc1 (stereo not drawn) | ? | nt
CCCCCCC1CC(/C(C)=N\NC(N)=O)OC1=O (stereo not drawn) | ? | nt
Cc1cc(NC(=O)CN2CC3CC(C2)c2cccc(=O)n2C3)nc2c1c(=O)oc1ccccc12 (stereo not drawn) | i | nt
CC(C)(C)C(=O)Nc1nnc(-c2ccncc2)o1 | ? | nt
COC(=O)c1sc2nc(C)c([N+](=O)[O-])c(C)c2c1N | ? | nt
COc1cc(CCC(=O)Nc2cnc3ccccc3c2)cc(OC)c1OC | 2% | 10
CC1CCCCN1C(=O)CSc1nnc(Cc2ccccc2)n1C (stereo not drawn) | 2% | 4
COc1ccc(S(=O)(=O)N2CCN(C(=O)c3c(C)nn(-c4ccccc4)c3Cl)CC2)cc1 | ? | nt
CCOc1ccc([C@@H]2CC=C(C(=O)O)[C@H](c3ccc(Cl)cc3)N2S(=O)(=O)c2ccc(C)cc2)cc1 | ? | nt
Cc1ccc(S(=O)(=O)NCC(=O)OCC(=O)NCc2ccc(F)cc2)cc1 | ? | nt

Exported with values under each structure: entries from further up
Sequence of screens – Lipid storage S3, Lipid storage S3 cell count max
- CC(C)(C)C(=O)Nc1nnc(-c2ccncc2)o1
  ?, nt
- CC1CCCCN1C(=O)CSc1nnc(Cc2ccccc2)n1C (stereo not drawn)
  2%, 4
- Cc1cc(NC(=O)CN2CC3CC(C2)c2cccc(=O)n2C3)nc2c1c(=O)oc1ccccc12 (stereo not drawn)
  i, nt
- COc1ccc(S(=O)(=O)N2CCN(C(=O)c3c(C)nn(-c4ccccc4)c3Cl)CC2)cc1
  ?, nt
- CCOc1ccc([C@@H]2CC=C(C(=O)O)[C@H](c3ccc(Cl)cc3)N2S(=O)(=O)c2ccc(C)cc2)cc1
  ?, nt

Next entries follow.
SMILES | Lipid storage S3 | Lipid storage S3 cell count max
O=C(/C=C/c1cccc(F)c1)c1ccc(N2CCOCC2)cc1 | -27% | -10
COc1ccc(/C=C(\C#N)C(=O)NCCCn2ccnc2)cc1 | ? | nt
COc1cccc(C(=O)NN2CC(O)=C(c3nc(C)cs3)C2=N)c1 | ? | nt
O=C1c2cccc3cc(Br)cc(c23)C(=O)N1Nc1ccc(Br)cc1 | ? | nt
CCn1c(SCC(=O)Nc2cc(C)on2)nnc1-c1ccco1 | i | nt
CCN(c1ccccc1)S(=O)(=O)c1cccc(C(=O)NCc2cccnc2)c1 | i | nt
COc1ccc(C(=O)Nc2ccc(C(=O)N3CCOCC3)cc2)cc1OC | i | -1
CCOCCCn1c(SCC(=O)Nc2cc(OC)ccc2OC)nc2ccccc2c1=O | ? | nt
CC(=O)Nc1ccc(C(=O)N(C)C(C(=O)Nc2ccc(C)cc2)c2ccccn2)cc1 (stereo not drawn) | ? | nt
C[C@@H](C(=O)NCc1ccccc1)[C@@H]1C[C@@]1(C)[C@@H](NC(=O)OCc1ccccc1)c1ccccc1 | ? | nt

Compounds above with a nitro group on carbon:
SMILES | Lipid storage S3 | Lipid storage S3 cell count max
O=C(CSc1ccc(-c2cccc([N+](=O)[O-])c2)nn1)N1CCCC1 | -8% | -5
COC(=O)c1sc2nc(C)c([N+](=O)[O-])c(C)c2c1N | ? | nt

Additional results.
SMILES | Lipid storage S3 | Lipid storage S3 cell count max
COc1cccc2c1C(=O)c1c(O)c3c(c(O)c1C2=O)C[C@](O)(C(C)=O)C[C@H]3O[C@@H]1C[C@@H](N)[C@@H](O)[C@@H](C)O1 | ? | nt
COc1ccccc1CC(=O)Nc1ccc([N+](=O)[O-])cc1O | -15% | -6
CCCC(=O)NCc1ccccc1Cl | ? | nt
CCc1ccc(OCC(=O)OC(C)C(=O)Nc2ccc(Cl)cn2)cc1 (stereo not drawn) | ? | nt
Cc1cc(OCC(=O)Nc2ccncc2)c(C)cc1Br | ? | nt
COc1ccc(C(C(=O)Nc2ccc(C(C)C)cc2)N(Cc2ccco2)C(=O)CC2NC(=O)NC2=O)cc1 (stereo not drawn) | 1% | -21
COc1ccc(Cn2nnnc2C(c2ccccc2Cl)N2CCN(C3CCCC3)CC2)cc1 (stereo not drawn) | 7% | 2
CCn1cc(C(=O)NCC(C)C)c(=O)c2cc(F)c(N3CCN(C(=O)c4ccco4)CC3)cc21 | ? | nt
COc1ccc(CC(=O)N2CC3(C)CC2CC(C)(C)C3)cc1 (stereo not drawn) | 25% | 16
COc1ccccc1OCC(=O)Nc1ccccc1C(=O)NC1CC1 | ? | nt
O=C(NCCc1ccccn1)C(F)(F)C(F)(F)C(F)(F)C(F)(F)C(F)(F)C(F)(F)C(F)(F)C(F)F | -17% | -3
Cc1cnc(C)c(N2CCN(Cc3nc(-c4ccccc4)no3)CC2)n1 | ? | nt
CCOc1ccc(C2NCCc3cc(OC)c(OC)cc32)cc1OC (stereo not drawn) | ? | nt
O=C(NCCCc1ccccc1)N1CCOCC1 | 12% | 12
Cc1c(C(=O)N2CCN(c3ccccc3)CC2)oc2c(F)cccc12 | -22% | -15
COc1cc(CNCCSc2nnnn2C)cc(Br)c1OCc1ccccc1F | i | -8
CCn1c(O)c(/C=C2\C=NN=C2c2ccccc2)sc1=S | 13% | -15
COc1ccccc1N(CC(N)=O)S(=O)(=O)c1ccc(C)cc1 | ? | nt
COc1cccc(C(=O)N2CCN(C3CCC(c4ccccc4)CC3)CC2)c1OC (stereo not drawn) | 1% | -9
O=C(OCCN1CCCCC1)c1cc2ccccc2o1 | ? | nt
Cc1ccc2c(c1)c1c3n2CCNC3CCC1 (stereo not drawn) | -10% | -2
CCn1c2ccccc2c2n[nH]c(=S)nc21 | 11% | 11
O=C(c1ccccc1Cl)N1CCN(Cc2ccc3c(c2)OCO3)CC1 | ? | nt
Cc1cccc(-n2ccnc2CN2CCC(CO)(Cc3ccccc3)CC2)c1 | ? | nt
Cc1noc(C)c1C(=O)NCc1ccccc1 | ? | nt
Cn1c(SCC(=O)N/N=C/c2ccc([N+](=O)[O-])s2)nnc1-c1ccccc1 | ? | nt
CC(=O)Nc1cccc(/C(C)=N/NC(=O)c2ccccc2Cl)c1 | 1% | -13
O=C(NNC(=O)c1ccccc1F)c1ccco1 | ? | nt
CCn1c(O)c(N=NC2=NC(=O)CS2)c2cc(C)ccc21 | 11% | -13
Cn1c(=O)c2c(nc(CN3CCN(c4ccccc4)CC3)n2Cc2c(F)cccc2Cl)n(C)c1=O | 18% | -1
O=C(CN1CCOCC1)N/N=C/c1ccc(C(=O)O)cc1 | 10% | 23
COc1cccc(N2CCN(C(=O)c3oc4ccccc4c3NC(=O)Cc3ccc(OC)c(OC)c3)CC2)c1 | i | 29
Cc1ccc(N(C)S(=O)(=O)c2cccc(C(=O)Nc3nnc(C4CC4)s3)c2)cc1 | ? | nt
C[C@@H]1C(=O)OC[C@H]1NC(=O)OCc1ccccc1 | ? | nt
O=C(O)/C=C/C(=O)Nc1ccc(Oc2ccc(NC(=O)/C=C/C(=O)O)cc2)cc1 | ? | nt
CCOCCCN(Cc1cc2cc(C)cc(C)c2[nH]c1=O)C(=O)N(CC)CC | ? | nt
CCOc1ccc(OCCC(=O)N2CCN(S(=O)(=O)c3ccc(F)cc3)CC2)cc1 | ? | nt
Cn1nc(C(=O)OCC(=O)Nc2ccc(Cl)cc2Cl)c2ccccc2c1=O | ? | nt
CCn1cc(C(=O)OCC(=O)Nc2cccc(Cl)c2Cl)c(=O)c2ccc(C)nc21 | -20% | 15
Cc1cc(N2CCC(C)CC2)nc2ccc(N3C(=O)CCC3=O)cc12 | i | -21
COc1ccc(N2CCN(C(=O)CS(=O)Cc3nc(-c4ccc(OC)c(OC)c4)oc3C)CC2)cc1 (stereo not drawn) | ? | nt
CCOc1ccc(NC(=O)c2ccc(NC(=S)NC3CCCCC3)cc2)cc1 | ? | nt
CCNC(=S)N/N=C/c1ccccc1[N+](=O)[O-] | ? | nt
Cc1cc2occ(CC(=O)NCc3cccs3)c2cc1C(C)C | 1.5µM* | -2.8*
CSc1sc2ccccc2[n+]1CCCS(=O)(=O)[O-] | ? | nt
Cn1ccnc1SCC(=O)c1ccc(C#N)cc1 | ? | nt
CCn1nc(CC(=O)O)c2ccccc2c1=O | 13% | 10
Cc1cccc(OCC(=O)Nc2cc(C)c(C)cc2O)c1 | 9% | -10
CSc1nc(-c2ccccc2)nc(C(Cl)Cl)n1 | 8.2µM* | -22*
CN(CC(=O)Nc1c(Cl)cccc1Cl)C(=O)CCC1CCCC1 | -24% | -23
(listing goes on)
SMILES | Lipid storage S3 | Lipid storage S3 cell count max
COc1ccc(Cl)cc1C(=O)NNC(=O)c1cccnc1 | i | nt
Cc1ccc(C(=O)N2CCN(C)CC2)cc1S(=O)(=O)N1CCCCCC1 | ? | nt
COc1cc(C(=O)N2CCN(c3ccc([N+](=O)[O-])cc3)CC2)ccc1OCc1c(C)noc1C | ? | nt
CN(C)C(CNc1ncccn1)c1ccccc1 (stereo not drawn) | ? | nt
CCOc1ccc2oc(C(=O)OCC(=O)NC3CCCCC3)c(C)c2c1 | -3% | -21
O=C(NNS(=O)(=O)c1ccc(Br)cc1)C1CCCCC1 | ? | nt
CCOC(=O)c1ccc(S(=O)(=O)N2CCN(CC3CC=CCC3)CC2)cc1 (stereo not drawn) | ? | nt
COC(=O)c1ccccc1NC(=O)CCC(=O)N1CCSc2ccccc21 | ? | nt
CC(=O)c1cccc(CN2CCC(n3nccc3NC(=O)c3ccc4c(c3)OCO4)CC2)c1 | ? | nt
Cn1c(CCCCCN)nc2ccccc21 | ? | nt
COc1ccc(Nc2nc(N)nc(CSc3nncn3C)n2)cc1 | 1% | 5
Cc1ccc(C(=O)CSc2nc(C)cc(C)c2C(N)=O)cc1 | ? | nt
C/C=C\C(=O)Nc1cccc(C2=NOC3(C2)C[C@@H](C(N)=O)N(C(=O)CC(c2ccccc2)c2ccccc2)C3)c1 (stereo partly drawn) | 14% | 16
Cn1c2ccccc2c2c(C(=O)NCCCN3CCCC3=O)cn(C3CCCCC3)c(=O)c21 | -7% | 2
CCN(CC)c1nc(Nc2ccc([N+](=O)[O-])cc2)nc(N(CC)CC)n1 | i | -8
O=C(COc1ccc(Cl)cc1)Nc1nnc(S(=O)(=O)N2CCCCCC2)s1 | -3% | 20
CC1CC(C)CN(C(=O)C(C)N(C)CC(=O)Nc2ccccc2Cl)C1 (stereo not drawn) | 0% | -1
COc1cc(C(=O)NCc2nnc(SCC(=O)N3CCCC3)o2)cc(OC)c1OC | ? | nt
COc1ccc(NS(=O)(=O)c2ccc(N3CC(O)=C(c4ccccc4)C3=N)cc2)cc1 | 12% | 18
Clc1ccc(OCCSc2ncccn2)c(Br)c1 | ? | nt
CCN1CCN(C(=O)CSc2cc(=O)n(C)c3ccccc23)CC1 | -5% | -10
Cc1ccc(C)c(N2CCN(C(=O)CCCn3ncn4c(cc5occc54)c3=O)CC2)c1 | i | 28
S=C(NCc1cccs1)Nc1ccccc1 | 3% | 9
O=c1oc2ccccc2c(NC2CCCCC2)c1NS(=O)(=O)c1ccc(Br)cc1 | i | nt
CCCc1cc(=O)oc2c(CN3CCCC3)c(O)ccc12 | 4% | 8
O=C(NCCc1c[nH]c2ccccc12)[C@@H]1C[C@H]1[C@@H](NP(=O)(c1ccccc1)c1ccccc1)c1ccccc1 | 16% | 9
CCOC(=O)CNC(=O)CSc1ncnc2c1cnn2-c1ccc(C)cc1 | 11% | -17
Cc1ccc(Nc2nc(NCCO)c3ccccc3n2)cc1C | ? | nt
O=C(CSc1nnc(NC(=O)c2ccco2)s1)Nc1cccc(F)c1 | 16% | -14
COc1ccc(OCc2cn3c(C)cc(C)nc3n2)cc1 | ? | nt
CCOC(=O)c1cn2nc(SCc3ccccc3)nc2nc1C | ? | nt
c1ccc(-c2nnc(OCC3CCCO3)c3ccccc23)cc1 (stereo not drawn) | ? | nt
Cc1ccc(CSCCNC(=O)CSCc2ccc([N+](=O)[O-])cc2)cc1 | i | nt
CCN(CC(=O)Nc1ccccc1SC)Cc1nc2ccccc2c(=O)[nH]1 | 15% | 10
Cc1ccc(-c2nc(-c3ccccc3)no2)cc1 | ? | nt
CCS(=O)(=O)Nc1cccc(C2=NN(S(=O)(=O)c3ccccc3)C(c3ccco3)C2)c1 (stereo not drawn) | ? | nt
CC(C)(C)C(=O)N(Cc1ccc(Cl)cc1)Cc1cccnc1 | 8% | 0
CCOC(=O)N1CCN(C(=O)CSc2nc3ccccc3c(=O)n2-c2ccccc2)CC1 | ? | nt

Structural class, the compounds so far with a cyano group.
SMILES | Lipid storage S3 | Lipid storage S3 cell count max
COc1ccc(/C=C(\C#N)C(=O)NCCCn2ccnc2)cc1 | ? | nt
Cn1ccnc1SCC(=O)c1ccc(C#N)cc1 | ? | nt

A portion of the library; the hit share may differ from the screen's.
